# IL2 activator = activates IL-2 in a cell-based reporter assay | IL-2 activation reporter assay, cell-based qHTS; stimulated with anti-CD3/CD4/CD28 beads; in transgenic mouse T cells | activation, % (series mostly up to about 46 µM) | actives 0.065% (n = 360,000) | AID 652025; in the data active = activation above about 50%; inconclusive = mostly about 30% to 49%; also: 0% is about no effect
#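 Unstimulated transgenic mouse T cells; 60-min compound exposure; bead-based TCR/CD4/CD28 stimulation; 18 h culture, 37 degrees C; dual fluorescence (EGFP, DsRed) plate cytometry.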
# EPAC1 antagonist = blocks human EPAC1 exchange factor; AID 720709; Potency, µM (series often up to 115 µM), without a hit: at the top dose activity change, negative = inhibition, most hits filed as inhibitors; O95398; actives 0.14% (n = 360,000); EPAC1 GEF assay, Rap1b-BODIPY-GDP exchange fluorescence;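 also: potency is read from the fitted curve at half-maximal effect; plate controls were vehicle for no effect and positive control for full effect; nearly all actives have a fitted effect of over 50% in size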
# PI5P4Ka inh = PI5P4K alpha (human) kinase inhibition; max response, %; PI5P4Kalpha enzyme, ADP-Glo luminescence, 60 min; stronger effect = lower value; P48426; actives 1.2% (n = 330,000); AID 652105; active = max response of -50% or lower; inconclusive = between -30% and -50%; inactive = -30% or higher; also: value at the top dose of about 77 µM; % is scaled to controls: 0 for no effect and ±100 for the full control effect
#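 qHTS, 1536-well: enzyme/substrate mix, compound by pin tool, 5 microM ATP final; RT 60 min; ADP-Glo reagents 1 (45 min) then 2 (30 min); luminescence.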
# EPAC1 agonist = EPAC1 (human) agonism. O95398. EPAC1 agonist qHTS, biochemical assay; response scale: 100% = response to 6.5 mM cAMP. Potency, µM (series often up to 154 µM), inactives show at the highest dose activation, hits mostly activators. actives 0.073% (n = 360,000). AID 720707; also: potency is read from the fitted curve at half-maximal effect; nearly all actives have a fitted effect of over 60% in size
#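 Fluorescent GDP-exchange assay: 100 nM EPAC1 with 250 nM Rap1B preloaded with BODIPY-GDP and 50 uM GDP; compounds tested as concentration series, 5 min at room temperature, then read every 5 min for 30 min (ex 480/em 540 nm); normalized to 6.5 mM cAMP.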
# PLK1 PBD block = PLK1 (human) polo-box domain binding inhibition. P53350. Potency, µM, inactives show max response, negative = inhibition, most hits filed as inhibitors. Plk1 PBD binding of FITC phosphopeptide, fluorescence polarization. actives 2.8% (n = 360,000); also: potency is read from the fitted curve at half-maximal effect; series mostly up to about 57 µM; % is scaled to controls: 0 for no effect and ±100 for the full control effect; nearly all actives have a fitted effect of over 65% in size
# CCT chaperon mod = changes cytosolic chaperonin activity; activity change, % (test concentration not listed), hits read low; AID 651819; purified chaperonin ATPase assay, HTRF ADP detection, 30 min; actives 0.3% (n = 360,000); in the data active = activity change below about -30%; also: % is scaled to controls: 0 for no effect and ±100 for the full control effect
#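 TRiC (40 or 20 nM final, by batch activity) in 30 mM Tris pH 7.4, 100 mM KCl, 5 mM MgCl2, 1 mM DTT was treated with compound at 76 uM single dose, then 10 uM ATP, 30 min at 37 °C. ADP was read by HTRF Transcreener.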
# WRN helicase inh = blocks human WRN helicase | Q14191 | Potency, µM (titrated, usually from 114 µM), inactives show at the highest dose activity change, negative = inhibition, actives largely listed as inhibitors | WRN helicase unwinding, fluorescent forked duplex, kinetic | AID 651768 | actives 0.46% (n = 360,000); also: potency is read from the fitted curve at half-maximal effect; % is scaled to controls: 0 for no effect and ±100 for the full control effect; nearly all actives have a fitted effect of over 55% in size
#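 WRN at 20 nM final was preincubated with compound for 15 min at room temperature; reaction started with 100 nM forked duplex oligonucleotide carrying fluorophore and quencher plus 2 mM ATP (final). Unwinding followed kinetically by red fluorescence (ex 525/em 598 nm).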
# EPAC2 agonist = activates human EPAC2 exchange factor; Q8WZA2; EPAC2 activation, biochemical qHTS; response scale: 100% = 6.5 mM cAMP response; Potency, µM (doses to about 154 µM), for the others: top-dose activation, most hits filed as activators; actives 0.079% (n = 360,000); AID 720711; also: potency is read from the fitted curve at half-maximal effect; nearly all actives have a fitted effect of over 50% in size
# Target sequence (Q8WZA2 whole entry, looked up): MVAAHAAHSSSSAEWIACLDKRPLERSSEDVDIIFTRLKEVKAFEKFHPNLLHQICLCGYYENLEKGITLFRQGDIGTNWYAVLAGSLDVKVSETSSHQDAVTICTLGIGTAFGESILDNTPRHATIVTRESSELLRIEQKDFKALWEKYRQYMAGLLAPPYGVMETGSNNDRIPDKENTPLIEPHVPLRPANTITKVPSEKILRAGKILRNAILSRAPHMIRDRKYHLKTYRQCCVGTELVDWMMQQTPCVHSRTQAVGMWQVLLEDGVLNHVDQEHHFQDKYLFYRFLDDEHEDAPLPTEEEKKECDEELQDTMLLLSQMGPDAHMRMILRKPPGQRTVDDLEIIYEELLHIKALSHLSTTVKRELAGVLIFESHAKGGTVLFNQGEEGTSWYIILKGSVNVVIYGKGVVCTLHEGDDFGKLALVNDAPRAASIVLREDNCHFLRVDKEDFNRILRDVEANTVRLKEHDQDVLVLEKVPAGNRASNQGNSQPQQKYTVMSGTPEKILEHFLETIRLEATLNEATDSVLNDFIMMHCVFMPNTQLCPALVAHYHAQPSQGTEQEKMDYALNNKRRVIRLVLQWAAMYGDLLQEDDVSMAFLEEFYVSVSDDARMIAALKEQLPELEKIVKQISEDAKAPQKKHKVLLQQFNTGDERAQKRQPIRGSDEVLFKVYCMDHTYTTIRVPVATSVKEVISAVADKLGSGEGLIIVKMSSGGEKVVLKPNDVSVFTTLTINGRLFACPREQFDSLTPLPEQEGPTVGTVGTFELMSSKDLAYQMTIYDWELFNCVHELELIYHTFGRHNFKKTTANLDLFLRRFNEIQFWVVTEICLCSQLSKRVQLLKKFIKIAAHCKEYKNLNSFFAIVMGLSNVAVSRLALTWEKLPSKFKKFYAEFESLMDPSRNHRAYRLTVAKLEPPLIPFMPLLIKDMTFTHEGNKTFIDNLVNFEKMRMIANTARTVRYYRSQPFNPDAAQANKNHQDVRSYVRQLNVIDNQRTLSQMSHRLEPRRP
#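 Compounds were titrated in qHTS against a Rap1B-BODIPY-GDP (250 nM) complex with EPAC2 (100 nM) and GDP (50 uM). BODIPY-GDP release tracked at 480/540 nm over 30 min at room temperature, normalized to 6.5 mM cAMP.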
# * marks the source's active call; other numbers are inactive results; ? = inconclusive; / = not tested or not shown; [ ] = another dose, or the depositor's remark. Unless noted, calls follow the shape of the dose curve; as a rule, active = well fitted curve in the direction sought with a large enough effect; inconclusive = small, poorly fitted or top-dose-only effect, or another doubt; inactive = no such curve, though single readings can be large; an effect the other way counts as inactive or inconclusive.
SMILES,IL2 activator,EPAC1 antagonist,PI5P4Ka inh,EPAC1 agonist,PLK1 PBD block,CCT chaperon mod,WRN helicase inh,EPAC2 agonist
CCCCCOC(=O)Nc1ccc(S(=O)(=O)Nn2cnnc2)cc1,-3.6,20%,/,3%,?,0.3,-11%,3%
Cc1ccccc1-c1cc(C(=O)NCC2CC2)n(CC2CC(c3cccnc3)=NO2)n1 (stereo not given),0.0,-6%,-6,-6%,-2%,-1.5,-2%,5%
CCCNC(=O)C1(O)c2cc(Br)ccc2NC(=O)N1c1ccc(Cl)cc1 (stereo not given),0.8,0%,6,-4%,5%,-3.0,-2%,4%
CCOC(=O)N1CCC2(CC1)C(C#N)=C(N)OC1=C2C(=O)CCC1,-0.9,-13%,1,18%,-4%,0.1,-9%,0%
Cc1ccccc1OCCn1c(=O)oc2ccccc21,0.0,-10%,4,-11%,-7%,3.5,-3%,-44%[15.6 µM]
Cc1ccc(NC(=O)/C=C/c2ccc([N+](=O)[O-])s2)c(C)c1,0.5,-4%,1,-10%,-9%,0.6,-24%[57.1 µM],5%
CC(C(=O)N1CCOCC1)N1C(=O)c2cccc3cccc(c23)C1=O (stereo not given),-0.4,-29%,-2,0%,-2%,1.2,-3%,7%
COc1cccc2c(N/N=C/c3ccccc3)cc(C)nc12,-0.2,-23%,-2,9%,-12%,-1.1,0%,16%
CCn1c(SCc2c(Cl)cccc2Cl)nc2nc3c(cc2c1=O)CCCC3,-2.2,-1%,1,6%,-5%,-2.3,-1%,12%
O=C(COC(=O)COc1ccc(Br)cc1)NCc1ccc2c(c1)OCO2,0.4,17%,0,-4%,3%,1.7,6%,0%
Cc1c(N/N=C(\C#N)C(=O)c2ccc(Cl)cc2)c(=O)n(-c2ccccc2)n1C,0.6,16%,-17,-20%,-14%,-0.5,-14%,?
Cc1ccc(C2=NC3(CCCCC3)NC2=S)cc1,-2.1,-13%,6,-6%,-6%,-0.6,4%,12%
COc1ccc(CCN2CCCC(CN(C)Cc3cc(OC)c(OC)c(OC)c3)C2)cc1 (stereo not given),-0.3,4%,0,0%,-3%,-0.5,-21%,0%
Cc1ccc(C(=O)C(C)N2C(=O)NC(C)(c3ccccc3)C2=O)cc1 (stereo not given),-0.1,9%,8,2%,-7%,-8.5,13%,6%
CC(C)(O)c1[nH]c2cc(F)ccc2c1C(C)(C)O,-0.3,-11%,9,-2%,-16%,-1.5,2%,9%
Cc1cccc(OCC(=O)Nc2ccc(S(=O)(=O)N3CCN(C)CC3)cc2)c1,2.1,-1%,0,1%,-22%,-3.9,-1%,-8%
COC(=O)Cc1ccc(NC(=S)NCc2ccccc2)cc1,-4.0,-19%,-1,-4%,-15%,-1.4,-11%,2%
Cc1ccc(NC(=O)CN2c3cccc4cccc(c34)S2(=O)=O)cc1S(=O)(=O)N1CCOCC1,0.2,-28%,-25,4%,-6%,-1.3,-10%,17%
O=C(/C=C/c1ccccc1[N+](=O)[O-])Nc1ccccc1,-4.0,-19%,-2,3%,-3%,1.1,3%,2%
CC1CCc2c(sc3ncn(CC(=O)N=Nc4c(O)[nH]c5ccccc45)c(=O)c23)C1 (stereo not given),1.5,-17%,6,3%,-11%,-2.6,-3%,-9%

# Single records (already shown). Order of screens: IL2 activator | EPAC1 antagonist | PI5P4Ka inh | EPAC1 agonist | PLK1 PBD block | CCT chaperon mod | WRN helicase inh | EPAC2 agonist
# `COc1cccc2c(N/N=C/c3ccccc3)cc(C)nc12` in the list: -0.2 | -23% | -2 | 9% | -12% | -1.1 | 0% | 16%
# `COc1ccc(CCN2CCCC(CN(C)Cc3cc(OC)c(OC)c(OC)c3)C2)cc1` (stereo not given) in the list: -0.3 | 4% | 0 | 0% | -3% | -0.5 | -21% | 0%

# Part of the list above, showing only EPAC1 antagonist, PLK1 PBD block and IL2 activator:
Compound | EPAC1 antagonist | PLK1 PBD block | IL2 activator
Cc1ccccc1-c1cc(C(=O)NCC2CC2)n(CC2CC(c3cccnc3)=NO2)n1 (stereo not given) | -6% | -2% | 0.0
CCCNC(=O)C1(O)c2cc(Br)ccc2NC(=O)N1c1ccc(Cl)cc1 (stereo not given) | 0% | 5% | 0.8
CCOC(=O)N1CCC2(CC1)C(C#N)=C(N)OC1=C2C(=O)CCC1 | -13% | -4% | -0.9

# (list continues)
SMILES,IL2 activator,EPAC1 antagonist,PI5P4Ka inh,EPAC1 agonist,PLK1 PBD block,CCT chaperon mod,WRN helicase inh,EPAC2 agonist
Cc1ccc(Cn2cc(S(=O)(=O)c3ccc(Cl)cc3)c(=O)c3cc(F)ccc32)cc1,-0.2,8%,3,0%,-11%,-2.5,5%,-8%
O=C(CC1C(=O)NCCN1Cc1cccc(Oc2ccccc2)c1)NCCn1cccn1 (stereo not given),0.8,-4%,-1,3%,-12%,0.0,-7%,2%
Oc1oc(-c2ccccc2Br)nc1/C=N/c1ccccn1,-0.6,-9%,1,-9%,-3%,-0.4,-2%,12%
CCN(CC)C(=O)CC(c1ccc(N(C)C)cc1)c1c(OC)cc(OC)c2c(-c3ccccc3)cc(=O)oc12 (stereo not given),-0.5,6%,2,16%,-5%,-3.1,-2%,9%
CC1(C)CC(N=Cc2c(O)n(Cc3ccc4c(c3)OCO4)c(=O)c3ccccc23)CC(C)(C)N1,-5.4,9%,14,7%,-11%,1.0,-35%,3%
Cc1ccc(N=Nc2c(N)nn3c(C)cc(C)nc23)cc1,0.4,15%,-17,-7%,-2%,-4.8,1%,-7%
CCC(c1nnnn1-c1ccc2c(c1)OCCO2)N1CCN(CC)CC1 (stereo not given),0.5,16%,-1,-1%,4%,0.2,8%,9%
CN1CCN(CCCNC(=O)c2ccc3c(c2)N(Cc2ccc(F)cc2)CCS3)CC1,-0.4,3%,-7,1%,-6%,-1.6,0%[57.1 µM],2%
COCCN1C(=O)COc2ccccc2C1C(=O)Nc1c(C)cccc1C (stereo not given),-0.2,1%,2,4%,-1%,-1.8,-3%,1%
COc1ccc2cc(C3c4cc(OC)c(OC)cc4CCN3C(=O)c3ccco3)c(=O)[nH]c2c1 (stereo not given),-0.8,-10%,1,-8%,-13%,-0.6,-1%[57.1 µM],-3%
Cn1c(=O)c2c(SCc3ccccc3)nc(C3CC3)nc2n(C)c1=O,-0.2,13%,0,4%,-19%,-1.9,15%,10%
Cc1ccc([C@H]2N[C@]3(CCCN(Cc4cccn4C)C3=O)[C@H]3C(=O)N(Cc4ccccc4)C(=O)[C@@H]23)cc1,-1.3,5%,4,-7%,5%,-0.1,2%,2%
Cc1ccccc1-c1cnc(C(O)c2ccc(C(C)(C)C)cc2)[nH]1 (stereo not given),-0.5,-25%,0,-8%,-12%,-3.7,-8%,14%
CC1CCc2cc(F)ccc2N1S(=O)(=O)c1ccc(F)cc1 (stereo not given),-3.0,-3%,8,17%,-16%,-1.1,2%,11%
COC(CNc1ccc([N+](=O)[O-])c(NCC(OC)OC)c1C#N)OC,0.3,-4%,4,-10%,1%,0.8,3%,-4%
CN(Cc1ccccc1)S(=O)(=O)c1ccc2c(c1)n(C)c(=O)c(=O)n2C,-2.3,10%,0,10%,4%,-0.5,2%,4%
COc1ccc(NC(=O)CN(C)C(=O)c2cc3c(s2)CCC(C)C3)cc1 (stereo not given),-1.8,10%,6,3%,-11%,2.3,-27%,15%
CCOC(=O)C1CCCCN1S(=O)(=O)c1cc2c(cc1C)NC(=O)CO2 (stereo not given),-2.0,-19%,2,8%,-6%,-0.1,-1%,12%
COc1cc2nc(NC(=O)c3ccccc3)sc(=O)c2cc1OC,-3.1,-24%,3,4%,-15%,-1.4,-7%,12%
Cc1ccc(N(CC(O)CN2CCOCC2)S(=O)(=O)c2ccc([N+](=O)[O-])cc2)cc1 (stereo not given),1.2,20%,5,1%,-18%,-1.2,?,5%
O=C(OCc1nc(-c2ccccc2)oc1COC(=O)c1ccco1)c1ccco1,-1.0,6%,/,14%,-16%,-5.8,-14%,21%
CCCCCSc1nc(C)c(CC(=O)O)c(=O)[nH]1,0.2,-3%,-2,-3%,-5%,-0.8,13%[57.1 µM],5%
Cc1ccc(S(=O)(=O)N2CCCC2C(=O)NC2CCCCC2)cc1 (stereo not given),-0.3,0%,1,0%,-1%,-1.7,-1%,-6%
Cc1ccc(-n2nnnc2SCC(=O)Nc2ncc(Cc3ccccc3Cl)s2)cc1,-4.2,-5%,1,-2%,0%,-1.6,-3%,0%
O=C(Cn1ccc2ccccc2c1=O)NCCC(=O)Nc1ccc(F)cc1F,-0.3,10%,6,1%,3%,-2.4,-6%,-1%
Cn1c(N)c(C(=O)COC(=O)c2ccccc2C(F)(F)F)c(=O)n(C)c1=O,-3.1,1%,20,2%,-10%,-6.3,-24%,7%
COc1ccc(NC(=O)NNC(=O)c2ccc3ccccc3c2O)cc1OC,-1.9,-28%,0,3%,0%,-2.0,-4%,6%
CC(C1CC1)N(Cc1ccccc1)C(=O)NC(=O)c1ccc(F)cc1 (stereo not given),0.5,9%,4,5%,1%,-5.4,6%,-4%
COCCCNC(=O)c1ccccc1C(F)(F)F,-1.6,4%,-28,-4%,15µM*,-2.2,4%,1%
Nc1[nH]n(-c2ccccc2)c(=O)c1N=Nc1ccc2c(c1)OCCO2,2.7,2%,-5,-6%,-21%,-4.8,-8%,8%
Cc1ccc(S(=O)(=O)N2CCN(Cc3nc4sc5c(c4c(=O)[nH]3)CCCC5)CC2)cc1,5.6,-27%,-17,5%,6%,-0.1,-3%,19%
N#Cc1ccc(C(=O)Nc2ccc([N+](=O)[O-])cc2)c(F)c1,1.0,6%,8,-7%,-8%,-3.2,1%,12%
O=c1c([N+](=O)[O-])c(NCCN2CCCCCC2)c2ccccc2n1-c1ccccc1,-0.3,3%,-11,0%,?,-1.3,-3%,6%
COc1ccccc1N1CCN(C(=O)c2ccc3nc(-c4ccco4)c(-c4ccco4)nc3c2)CC1,-1.1,3%,-16,16%,-3%,-1.7,-19%,1%
COc1cc(OC)cc(C(=O)NCc2ccc3c(c2)cc(C)n3C)c1,-1.0,-6%,-2,4%,7%,-4.9,-5%,7%
CC(Oc1cc(F)ccc1[N+](=O)[O-])C(=O)Nc1ccc(S(=O)(=O)N2CCCC2)cc1 (stereo not given),-0.2,-8%,-6,11%,5%,1.0,-9%,10%
Cc1ccc2nc(CSc3nc(C)ccc3C#N)[nH]c2c1,-2.6,-10%,/,11%,?,-1.8,-19%,-12%
Cc1cc(C)c(CN2CCN(C(=O)Cn3ccc(N)nc3=O)CC2)c(C)c1,0.3,0%,-1,1%,-15%,-2.0,-4%,2%
CCCc1cc(C(N)=O)c(NC(=O)c2ccoc2C)s1,1.9,-20%,/,8%,30µM*,-1.7,-30%,6%

# Source: PubChem (National Center for Advancing Translational Sciences (NCATS))

# Not all compounds are listed; rates above refer to the full screens.
